Bioassay records: PubChem, several laboratories
Autophagy mod: alters autophagy in cells | AID 463193 | 190,000 tested, 0.98% active | MEF GFP-LC3 puncta imaging; test concentration mostly 10 µM | calls only at 10 µM (by protocol);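 active means percentage of spot-positive cells more than 3 SD above its plate mean, without a fluorescence outlier flag or 80% toxicity; inconclusive means no clear call, values can overlap the other calls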;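 further: spot-positive cell cutoff set from DMSO-treated cells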
Ins promoter up: MIN6 insulin promoter up-regulation; MIN6 insulin promoter-GFP reporter, high-content imaging; active compounds read high; z-score at 5 µM; 190,000 tested, 0.3% active;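 active means z-score above 3 at 5 µM with at least 500 cells counted in the well; inconclusive means wells under 500 cells, flagged as cytotoxic or low count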
bCat nuc transl: alters nuclear translocation of beta-catenin in HeLa cells; immunofluorescence imaging; nuclear translocation activity, % at 5 µM; 190,000 tested, 0.3% active; AID 1665;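 active means nuclear translocation activity above 50% at 5 µM, with a well cell count of 50 or more; inconclusive means wells under 50 cells across six images, flagged as toxic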;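 further: per-cell ratio of nuclear to cytoplasmic median beta-catenin stain intensity; plate controls were DMSO negative control for no effect and GSK-3 inhibitor IX positive control for full effect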
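Read-out: Nuclear/cytoplasmic beta-catenin signal ratio, % activation | Assay system: Human HeLa cell line | Times: 24 h compound exposure at 37°C, 5% CO2 | Signal: Fluorescence imaging of beta-catenin antibody stain plus DAPI | Dosing: 5 µM primary, 0.02–20 µM confirmation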
human PMI inhibition: inhibitors of human PMI, primary screen, biochemical, fluorescence intensity, coupled assay (AID 1209) | purified PMI enzyme, coupled fluorescence intensity; higher % means a stronger effect | inhibition, % at 20 µM, or IC50 in µM where a hit was titrated | 190,000 tested, 0.42% active;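 further: plate controls were DMSO vehicle for no effect and wells lacking substrate for full effect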
Yfh1-depleted yeast: mitochondrial function rescue without frataxin homolog – Friedreich's ataxia, plus single-dose screen, dose response (AID 1465); S. cerevisiae Yfh1-off respiration, WST-1 reduction, 72 h; higher fold induction means a stronger effect; fold induction at 50 µM; hits with a dose series show EC50 in µM; 220,000 tested, 0.074% active;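 active means fold induction of absorbance versus untreated yeast above a set limit, then at least 30% activation at any dose in follow-up; inconclusive means repeats straddling the limit, or above it without dose testing; inactive means fold induction below the set limit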;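 further: activators that raise dye reduction in frataxin-depleted yeast; strong numbers were not always called active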
human PMI inhibitors: MPI inhibition at elevated mannose 6-phosphate – biochemical, fluorescence intensity, high mannose 6-phosphate, primary screen (AID 1220); one-dose inhibition, % at 20 µM; IC50 in µM for titrated hits; recombinant PMI enzyme, coupled fluorescence intensity; higher % means a stronger effect; 190,000 tested, 0.66% active
WT yeast gro inh: growth inhibition of WT yeast, mitochondrial fusion screen; mitochondrial fusion phenotypic screen, WT strain; inhibition, % at 10 µM; 190,000 tested, 2.1% active; AID 1362; in the data active means inhibition above about 58%; tested in S. cerevisiae
Dynein cargo inh: blocks dynein driven cargo transport along microtubules. 3617.4 mouse cells, GR-EGFP nuclear translocation imaging; test concentration mostly 20 µM; stimulated with dexamethasone, 1 µM; active compounds read low. z-score, hits read low. 220,000 tested, 0.47% active;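 active means plate z-score of nuclear minus cytoplasmic receptor signal below a set negative limit, without overly bright fluorescence or cell loss, cut at about -3.5 in these data, passing the limit was not always enough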;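 further: z-score of nuclear minus cytoplasmic ring GR-EGFP intensity difference per well; some compounds called inactive have numbers as strong as hits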
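Buffer or medium: tetracycline-free induction medium containing charcoal-stripped FBS / Reagent: dexamethasone agonist, 1.0 µM final, for 30 min / Technique: automated 10x imaging of fixed Hoechst-stained cells / Times: induction 48 h, compound 1 h, agonist 30 min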
MT stabilizer: microtubule stabilizers in HeLa cells. % tubulin-high responders, % at 10 µM. HeLa tubulin immunostaining HCS, 24 h; share of cells brighter than vehicle mean+2SD. 200,000 tested, 0.83% active;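 active means plate Z-score above 3 for both tubulin-high and condensed-nucleus cell shares, with cell loss under 80%, at 10 µM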;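 further: anti alpha tubulin signal scored within the nucleus-defined area of each cell; some results filed as inactive read as strong as hits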
WT yeast gro inh mutant strain: also measured in WT yeast gro inh; calls as there; inhibition, %; mitochondrial fusion phenotypic screen, mutant strain inhibition
Dynein cargo inh cytoplasmic EGFP: second read-out of Dynein cargo inh, no call of its own (marks repeat the call); z-score; measured here: cytoplasmic GR-EGFP intensity; active compounds read high
Dynein cargo inh nuclear GR-EGFP: also measured in Dynein cargo inh; calls as there; z-score; measured here: nuclear GR-EGFP intensity;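 lower value marks the stronger effect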
Dynein cargo inh cell count: also measured in Dynein cargo inh; calls as there; z-score; measured here: cell count per field
Ins promoter up cell count: also measured in Ins promoter up; calls as there; cell count; measured here: cytotoxicity, nuclei count;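 total cells summed across four imaged fields per well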
bCat nuc transl cell count 5 µM: also measured in bCat nuc transl; calls as there; cell count; measured here: cell count, cytotoxicity flag
MT stabilizer Hoechst-high %: second read-out of MT stabilizer, no call of its own (marks repeat the call); % Hoechst-high responders; measured here: nuclear condensation Hoechst responders;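 share of cells brighter than vehicle mean plus two SD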
MT stabilizer cytotoxicity %: second read-out of MT stabilizer, no call of its own (marks repeat the call); toxicity, %; measured here: cytotoxicity by cell density;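 0% = mean cell density of plate MIN control wells and 100% = no cells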
Autophagy mod cell loss 18 h: also measured in Autophagy mod; calls as there; toxicity, %; measured here: cell loss, nuclei count;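 cell loss after 18 h compound exposure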
The depositor's hits bear a star; i = inactive; ? = inconclusive; . = no result given; + = active, no number. Unless noted, no stated cut-off is given here; in the data, active means inhibition above about 50%; inactive means the rest.

SMILES	Autophagy mod	Autophagy mod cell loss 18 h	Ins promoter up	Ins promoter up cell count	bCat nuc transl	bCat nuc transl cell count 5 µM	human PMI inhibition	Yfh1-depleted yeast	human PMI inhibitors	WT yeast gro inh	WT yeast gro inh mutant strain	Dynein cargo inh	Dynein cargo inh cytoplasmic EGFP	Dynein cargo inh nuclear GR-EGFP	Dynein cargo inh cell count	MT stabilizer	MT stabilizer Hoechst-high %	MT stabilizer cytotoxicity %
COc1ccc(NC(=O)CCc2c(C)nc3nc(C)nn3c2C)cc1	i	0	-0.45	1416	-3.7	956	0%	i	0%	-27	-15	-0.75	-0.25	-0.27	0.94	2.8	1.9	7.3
O=C(Nc1ccc(F)c(Cl)c1)C1CCN(S(=O)(=O)c2cccnc2)CC1	i	4	-0.38	1025	.	.	-9%	i	-3%	-1	-2	0.8	0.0097	0.84	-1.2	2.4	3.3	8.2
COC(=O)c1[nH]c2ccc(C)cc2c1NC(=O)c1ccccc1[N+](=O)[O-]	i	3	-0.1	1312	-3.9	577	0%	i	3%	5	1	-0.45	-0.19	-0.33	0.63	1.9	2.2	4.7
COCCn1c(SCC(=O)Nc2nc3ccccc3s2)nnc1-c1ccoc1C	i	2	.	.	.	.	.	i	.	-13	5	0.5	-0.31	0.48	0.5	1.7	2.3	7.4
COc1ccc(OC)c(-c2csc(CCn3nc(C)cc3C)n2)c1	i	0	-0.47	1487	-1.0	1072	2%	i	2%	32	0	2.1	-0.18	0.98	-0.036	4.1	2.9	0.7
Cc1ccc(C)c(Nc2ccc(C(=O)NCCc3ccccc3)cn2)c1	i	-2	-0.02	1369	1.4	763	17%	i	7%	25	6	-0.4	0.029	-0.22	0.76	7.0	3.4	4.3
COc1ccc(Cn2c(-c3ccccc3)nc3c(c(=O)c4ccccc4n3C)c2=O)cc1	i	7	-0.32	1300	-1.4	1067	-2%	i	-3%	-4	5	-1.3	-0.29	-0.81	0.95	2.4	2.5	11
CCOC(=O)N1CCC(NC(=O)c2ccc(CO)c(C(=O)NC3CCN(C(=O)OCC)CC3)c2)CC1	i	21	-0.11	1332	-3.3	1160	2%	i	-4%	4	1	-0.9	-0.23	-0.56	0.63	2.4	1.7	1.5
CCOC(=O)c1sc(NNC(=O)c2ccc(C)cc2)nc1C	.	.	-0.86	1017	-0.4	1242	.	i	.	.	.	0.55	-0.22	0.17	0.26	.	.	.
Cc1ccccc1NC(=O)C1Cc2ccccc2CN1C(=O)OCc1ccccc1 (stereo unspecified)	i	9	-0.13	1402	-4.7	562	2%	i	8%	12	-3	-0.55	-0.32	-0.74	0.39	2.3	1.8	6.8
Cc1c(N2C(=O)c3cccc4cccc(c34)C2=O)c(=O)n(-c2ccccc2)n1C	i	7	0.73	949	0.5	1142	4%	i	-7%	97*	6.6*	-0.7	0.39	-0.34	0.38	1.1	1.6	8.3
CC(=O)c1ccc(NC(=O)CN2C(=O)/C(=C/C(C)=C/c3ccccc3)SC2=S)cc1	i	-9	0.03	1370	0.9	961	16%	i	9%	-3	-9	-1	-0.16	-0.3	1.1	4.3	4.0	4.8
O=C(N/N=C/c1ccc2c(c1)OCO2)c1cc(-c2ccncc2)nc2ccccc12	i	27	0.4	1018	24	228	20%	i	11%	-9	-12	0.028	-0.31	-0.34	0.3	21*	56*	40*
Cc1ccccc1NC(=O)CCN1CCN(Cc2ccccc2)CC1	i	13	1.5	1138	1.2	956	4%	i	7%	2	-2	-0.94	-0.2	-0.32	0.99	5.5	2.1	4.1
CCCOc1ccccc1NC(=O)Nc1ccccc1Cl	i	-30	-0.79	1590	-1.6	1074	-5%	i	-6%	3	3	0.78	-0.17	0.68	-1.2	2.6	1.3	2.2
CCCC(=O)Oc1c(S(=O)(=O)c2ccc(C)cc2)c(C)nn1C(C)(C)C	i	2	0.31	1226	-0.9	1025	1%	i	-1%	22	-17	-0.097	-0.32	-0.0033	-0.044	1.7	1.7	3.3
C=CCNC(=O)/C(=C\c1cccc([N+](=O)[O-])c1)NC(=O)c1ccccc1	i	-5	0.31	1289	-3.7	543	-21%	i	-12%	-9	-1	-0.13	-0.27	-0.31	0.086	2.0	2.1	4.5
Fc1cccc(NC(=S)NCc2ccccn2)c1	i	-2	0.02	1206	-1.3	934	24%	i	9%	16	5	1.9	-0.21	1.6	-2.2	2.3	1.5	3.2
CC(C)N1CCC2(CC1)Oc1ccc(Br)cc1C1CC(c3cccnc3)=NN12 (stereo unspecified)	.	.	0.42	822	0.8	1371	.	i	.	.	.	-0.49	-0.75	-0.57	-0.22	.	.	.
c1ccc2c(c1)[nH]c1nc3nncn3nc12	i	-9	-0.41	956	-1.5	1176	-4%	i	-2%	4	0	-1.4	-0.16	-0.98	-0.02	3.5	2.9	8.3
O=C(Nc1ccc(N2CCOCC2)c(Cl)c1)c1cccnc1	i	-15	-0.1	1292	.	.	6%	i	6%	18	21	0.014	-0.23	0.37	0.0061	2.6	2.9	21
COc1ccccc1N(CC(=O)NCc1ccco1)S(C)(=O)=O	i	-8	0.5	1377	0.1	1512	-1%	i	-5%	-1	-2	0.36	-0.32	-0.35	0.88	2.7	1.5	8.4
C/C(=N\NC(=O)CSc1nc(C)cc(C)n1)c1cccs1	i	5	.	.	-1.9	1142	8%	i	11%	11	-7	1.2	0.028	1.2	-2.2	3.3	2.3	2.0
O=C(COC(=O)C1CC(O)CN1S(=O)(=O)c1ccc(Cl)cc1)c1ccccc1 (stereo unspecified)	i	-12	0.42	1467	-1.9	1051	-4%	i	-10%	1	0	0.49	-0.24	0.44	-0.12	2.0	2.0	7.0
O=C(CSc1nc2c(sc3ccccc32)c(=O)n1Cc1ccco1)NCC1CCCO1 (stereo unspecified)	i	13	0.39	1231	.	.	12%	i	11%	3	46	1.2	-0.27	0.79	-0.097	1.5	2.0	0.5
O=C(NCCN1CCCCCC1)c1ccc(CS(=O)(=O)c2ccc(Br)cc2)o1	.	.	.	.	-1.3	1035	2%	i	-4%	4	-4	-0.43	-0.29	-0.014	0.67	5.1	2.7	9.0
CC1CC(=O)c2cn3c(nc2C1)nc1ccccc13 (stereo unspecified)	i	-8	.	.	.	.	10%	i	8%	-3	-3	-0.64	-0.24	-0.51	0.2	2.2	0.9	6.5
Cc1cccc(NC(=S)NCC(c2cccnc2)N2CCOCC2)c1C (stereo unspecified)	i	17	-0.38	1424	-0.6	1041	8%	i	1%	-11	-6	0.061	1.4	0.31	0.017	2.1	1.1	2.0
c1ccc(COc2cccc(CNCc3cccnc3)c2)cc1	i	4	0.04	1430	0.9	1574	-6%	i	-2%	2	11	0.024	-0.18	0.48	-0.16	5.8	2.5	5.2
COc1ccccc1[C@@H]1C(c2ccc(F)cc2)=NN(c2ccccc2)[C@H]1C(=O)N1CCOC1=O	+	-16*	-0.03	1158	.	.	16%	i	17%	38	-17	-0.63	-0.32	0.21	0.66	3.3	2.2	3.5
O=C(NC1CCCCC1)C1CCCN(S(=O)(=O)c2cccc3cccnc23)C1 (stereo unspecified)	.	.	-0.36	1077	0.3	1268	.	i	.	.	.	-0.6	-0.21	0.11	0.68	.	.	.
COC(=O)c1c(NC(=O)COC(=O)c2ccc(Cl)cc2[N+](=O)[O-])sc2c1CCCCC2	i	9	-0.82	1380	-1.5	1079	6%	i	-3%	-3	-1	0.77	-0.28	0.31	0.21	2.9	3.7	5.1
Cn1nnnc1Sc1ccc(C(=O)O)cc1[N+](=O)[O-]	.	.	-0.34	1123	-0.2	1294	.	i	.	.	.	-0.17	-0.21	-0.18	0.15	.	.	.
O=C(NCc1ccco1)c1sc(=S)n2c1[nH]c(=O)c1ccccc12	i	-57	0.39	1543	0.2	1422	10%	i	10%	32	21	-0.44	-0.2	0.032	-0.51	3.2	2.4	2.0
CC(C)CC(=O)Nc1ccc(S(=O)(=O)NCc2ccco2)cc1	i	-2	0.66	854	3.0	938	-6%	i	-10%	3	-7	-0.36	-0.17	-0.081	0.73	1.8	1.2	6.0
CCCCn1c(=N)n(CC(O)COc2cccc(C)c2)c2ccccc21 (stereo unspecified)	i	13	?	.	-7.6	990	11%	i	6%	-10	-4	-0.35	-0.34	-0.05	0.41	5.5	2.9	9.0
O=C(CSCc1c(Cl)cccc1Cl)NN=C1CCCC1	i	3	1.7	1151	1.2	954	5%	i	5%	3	10	-0.57	-0.27	0.039	0.21	7.2	1.1	15
COC(=O)C1CC(O)CN1C(=O)NC1CCCCC1 (stereo unspecified)	i	9	.	.	0.3	1470	-62%	i	-143%	-1	-3	-0.041	0.91	0.32	-0.15	3.8	0.7	9.6
OCC1(Cc2cccc(Cl)c2)CCCN(Cc2sc(N3CCCC3)nc2Cl)C1 (stereo unspecified)	i	4	-0.6	1421	1.2	1494	9%	i	3%	29	1	0.4	-0.0031	0.36	-0.2	1.8	1.3	4.8

Whole records from above. Order of values: Autophagy mod | Autophagy mod cell loss 18 h | Ins promoter up | Ins promoter up cell count | bCat nuc transl | bCat nuc transl cell count 5 µM | human PMI inhibition | Yfh1-depleted yeast | human PMI inhibitors | WT yeast gro inh | WT yeast gro inh mutant strain | Dynein cargo inh | Dynein cargo inh cytoplasmic EGFP | Dynein cargo inh nuclear GR-EGFP | Dynein cargo inh cell count | MT stabilizer | MT stabilizer Hoechst-high % | MT stabilizer cytotoxicity %
COC(=O)c1c(NC(=O)COC(=O)c2ccc(Cl)cc2[N+](=O)[O-])sc2c1CCCCC2 is listed as i | 9 | -0.82 | 1380 | -1.5 | 1079 | 6% | i | -3% | -3 | -1 | 0.77 | -0.28 | 0.31 | 0.21 | 2.9 | 3.7 | 5.1
O=C(NCc1ccco1)c1sc(=S)n2c1[nH]c(=O)c1ccccc12 is listed as i | -57 | 0.39 | 1543 | 0.2 | 1422 | 10% | i | 10% | 32 | 21 | -0.44 | -0.2 | 0.032 | -0.51 | 3.2 | 2.4 | 2.0
